# High-throughput results: PubChem BioAssay, Sanford-Burnham Center for Chemical Genomics
# 697 NFkB inh: inhibitors of the PMA/ionomycin-induced NF-kB reporter in 697 B cells; AID 435022; 697 B-cell NF-kB luciferase reporter, 16 h; inhibition, % at 4 µM; hit rate 0.33% among 330,000; in the data active = inhibition above about 35%
# Jurkat NFkB inh: lowers PMA/ionomycin-induced NF-kB signal in Jurkat cells. PMA/ionomycin-induced NF-kB luciferase reporter, luminescence. inhibition, % at 4 µM. hit rate 0.53% among 330,000. AID 435003; in the data active = inhibition above about 50%
# Gli-Sufu antag: Gli-Sufu pathway antagonism; Sufu-KO-LIGHT fibroblasts, Gli luciferase reporter luminescence; inhibition, % at 5 µM; hit rate 0.74% among 340,000;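 active = inhibition above about 55%, limit read from the data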;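 note: 0% = DMSO-treated cells and 100% = wells with medium but no cells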
# CHOP UPR activ: activators of apoptotic arm of unfolded protein response (CHOP) | CHO-CHOP luciferase reporter, UPR activation, luminescence; percent of tunicamycin response over DMSO baseline | activation, % at 10 µM | hit rate 0.34% among 330,000;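 active = at 10 µM dose, activation of 40% or more, normalized to positive control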;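 note: 100% = tunicamycin at 10 µg/mL and 0% = DMSO alone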
#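 Evaluation: % reporter activation, DMSO baseline versus tunicamycin full activation; System: CHO-CHOP luciferase reporter cell line; Input: 500 cells/well; Incubation: 6 h compound treatment, 37 °C; Measured by: Steady-Glo luciferase luminescence; Dosing: one dose, 10 µM in 0.5% DMSO; Buffer or medium: F12 medium, 10% FBS; Benchmarks: positive tunicamycin 10 µg/mL, negative DMSO alone.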
# XBP1 UPR activ: adaptive UPR (XBP1) activation; CHO-XBP1 luciferase reporter, IRE1-XBP1 UPR activation, luminescence; percent of tunicamycin response, DMSO as zero; activation, % at 20 µM; hit rate 0.33% among 330,000; AID 463104;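 active = versus positive control, 20 µM dose yields 30% or more activation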;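 note: 100% = tunicamycin at 10 µg/mL and 0% = DMSO only wells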
#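 Test system: CHO-XBP1 luciferase reporter cells | Buffer or medium: Serum-containing F12 medium, 10% FBS | Schedule: 6 h compound exposure at 37 °C, 5% CO2 | Detection: Steady-Glo luciferase glow luminescence, 10 min after reagent addition | Read-out basis: Activation, % of tunicamycin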
# EBI2 block: antagonists of human EBI2 receptor; P32249; EBI2 beta-arrestin recruitment, luminescence, 7a,25-OHC stimulated; inhibition, % at 5 µM; hit rate 0.81% among 360,000; in the data active = inhibition above about 38%;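 note: enzyme fragment complementation signal reports receptor beta-arrestin coupling in cells; 0% = agonist plus DMSO wells and 100% = wells without agonist; some results beyond the cut were filed as inactive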
# CCR6 antag: CCR6 (human) receptor antagonism; AID 493098; inhibition, % at 20 µM; CHO-K1 CCR6 PathHunter beta-arrestin, luminescence, CCL20-stimulated; P51684; hit rate 0.49% among 340,000;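 active = compounds whose inhibition of the agonist-driven luminescence signal at 20 µM reaches about 50%, limit read from the data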;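 note: cells stimulated with CCL20 at 14 nM final; plate controls were DMSO with CCL20 for no effect and DMSO without agonist for full effect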
# Mdm2 MdmX PPI: inhibitors of human Mdm2/MdmX interaction | hit rate 3% among 330,000 | inhibition, % at 8 µM | O15151+Q00987 | SaOS-2 split-luciferase Mdm2/MdmX complementation, luminescence;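 active = inhibition of at least 50% at 8 µM in the primary screen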
# Target sequence (O15151 whole entry, looked up): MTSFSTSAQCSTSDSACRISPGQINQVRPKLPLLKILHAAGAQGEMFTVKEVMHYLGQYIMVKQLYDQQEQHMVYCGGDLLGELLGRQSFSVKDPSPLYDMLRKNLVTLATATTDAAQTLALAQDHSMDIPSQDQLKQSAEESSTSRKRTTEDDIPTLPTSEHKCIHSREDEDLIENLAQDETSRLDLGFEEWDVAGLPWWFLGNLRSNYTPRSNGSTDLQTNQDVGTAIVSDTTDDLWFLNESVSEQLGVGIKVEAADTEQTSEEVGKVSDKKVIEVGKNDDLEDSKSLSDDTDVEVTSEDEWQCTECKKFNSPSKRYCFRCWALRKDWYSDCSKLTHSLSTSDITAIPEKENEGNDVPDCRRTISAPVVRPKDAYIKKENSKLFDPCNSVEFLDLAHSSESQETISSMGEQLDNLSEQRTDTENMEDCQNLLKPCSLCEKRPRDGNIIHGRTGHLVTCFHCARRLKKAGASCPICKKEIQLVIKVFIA
# Target sequence (Q00987 whole entry, looked up): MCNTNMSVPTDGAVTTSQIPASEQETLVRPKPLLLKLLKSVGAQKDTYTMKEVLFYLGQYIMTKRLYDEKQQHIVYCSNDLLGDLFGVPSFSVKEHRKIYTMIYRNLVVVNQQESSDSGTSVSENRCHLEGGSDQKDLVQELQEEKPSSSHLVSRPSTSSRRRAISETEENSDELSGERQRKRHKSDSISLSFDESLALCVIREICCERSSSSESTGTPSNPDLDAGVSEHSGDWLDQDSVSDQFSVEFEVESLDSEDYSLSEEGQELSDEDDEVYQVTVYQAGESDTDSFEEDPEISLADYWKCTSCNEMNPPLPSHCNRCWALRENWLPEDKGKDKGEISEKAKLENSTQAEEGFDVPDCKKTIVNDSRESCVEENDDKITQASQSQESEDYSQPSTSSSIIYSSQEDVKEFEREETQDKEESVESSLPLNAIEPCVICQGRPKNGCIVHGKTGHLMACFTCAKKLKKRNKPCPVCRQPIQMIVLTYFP
# CXCR6 inh: inhibitors of human CXCR6 receptor; inhibition, % at 20 µM; O00574; AID 602244; hit rate 0.36% among 360,000; CHO-K1 PathHunter CXCR6 beta-arrestin, luminescence; in the data active = inhibition above about 34%, passing the limit was not always enough;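 note: antagonist mode with CXCL16 agonist at 10 nM final; 0% = 10 nM CXCL16 with DMSO and 100% = unstimulated wells without agonist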
# * marks the source's active call; other numbers are inactive results; . = not tested or not shown.
SMILES,697 NFkB inh,Jurkat NFkB inh,Gli-Sufu antag,CHOP UPR activ,XBP1 UPR activ,EBI2 block,CCR6 antag,Mdm2 MdmX PPI,CXCR6 inh
Cc1ccc(S(=O)(=O)N2CCC[C@H]2C(=O)Oc2ccccc2)cc1,.,.,3,.,.,0,6,.,-2
CCCN1C(=O)/C(=c2\sc3nc(=O)c(Cc4ccc(C)cc4)nn3c2=O)c2ccccc21,14,-7,32,0.5,0,-5,-1,23,0
O=S(=O)(Nc1ncccn1)c1ccc(NC(=S)NCCc2ccc(Cl)cc2)cc1,-4,5,-10,-1.3,0,3,2,-7,3
COc1cccc(NC(=O)CN(C)C(=O)CNC(=O)c2ccc(C)s2)c1,.,.,-10,.,.,16,13,.,-5
CCN(CCO)Cc1cn[nH]c1-c1ccc(C)c(C)c1,9,-1,10,0.3,1,4,10,19,5
O=C(O)c1cccc(NS(=O)(=O)c2cc(S(=O)(=O)c3ccc(Cl)cc3)ccc2Cl)c1,-9,2,3,0.0,2,-8,4,22,-1
CC1(C)CCC[C@@]2(C)CC=C(C(=O)O)[C@@H]3C[C@]312,11,3,3,0.5,0,-7,-10,21,-6
Cc1ccc(C2(C)CC(C)(C)N(C(=O)CSc3nnc(C)s3)c3ccccc32)cc1 (stereo unspecified),6,-5,5,1.6,-5,21,25,23,16
COc1ccc(C(=O)Nc2nc3ccccc3s2)c(OC)c1,69*,85*,88*,-12,-14,50*,5,100*,3
CN(Cc1cn[nH]c1-c1ccc2c(c1)OCO2)C1CCOCC1,0,7,21,0.4,-2,-2,10,12,0
CCc1ccc(CN(C)C(C)C(=O)NCc2ccccc2)cc1 (stereo unspecified),.,.,7,.,.,-6,11,.,5
O=c1c2cc(-c3ccccc3)sc2ncn1-n1cccc1,-83,-88,-84,6.1,1,6,1,-47,-3
O=C(NCCCN1CCOCC1)c1cccs1,18,8,1,0.7,0,-6,-8,4,-3
CC(=O)C1=C(C)NC(=O)NC1c1cc(Br)ccc1OCC(N)=O (stereo unspecified),8,-2,8,1.1,-3,-2,-15,36,3
CCOP(=O)(OCC)c1nc(-c2ccc(Cl)cc2Cl)oc1N1CCOCC1,25,6,9,0.2,1,1,6,-2,-3
Cc1cc(C(=O)N2CCc3ccccc32)n(-c2ccccc2)n1,-5,27,2,-1.2,1,6,1,21,13
CCOCCCNC(=O)C(Cc1ccccc1)NC(=O)c1ccco1 (stereo unspecified),-5,0,-2,-2.0,0,2,6,-10,7
CCOc1ccccc1N1CCN(Cc2ccc(OC)c(OC)c2OC)CC1,14,12,7,-1.2,1,4,9,-10,6
COc1cc(C(=O)Nc2ccc(S(=O)(=O)Nc3onc(C)c3C)cc2)cc(OC)c1OC,19,1,-6,0.3,-2,-5,0,1,1
Cc1nc2ncnn2c(C)c1CCC(=O)NCCC1=CCCCC1,7,-5,-26,0.6,-2,-5,-1,-18,3

# Reprinted at random: 6 entries already listed.
SMILES,697 NFkB inh,Jurkat NFkB inh,Gli-Sufu antag,CHOP UPR activ,XBP1 UPR activ,EBI2 block,CCR6 antag,Mdm2 MdmX PPI,CXCR6 inh
O=C(NCCCN1CCOCC1)c1cccs1,18,8,1,0.7,0,-6,-8,4,-3
CCN(CCO)Cc1cn[nH]c1-c1ccc(C)c(C)c1,9,-1,10,0.3,1,4,10,19,5
Cc1cc(C(=O)N2CCc3ccccc32)n(-c2ccccc2)n1,-5,27,2,-1.2,1,6,1,21,13
CCOP(=O)(OCC)c1nc(-c2ccc(Cl)cc2Cl)oc1N1CCOCC1,25,6,9,0.2,1,1,6,-2,-3
CC(=O)C1=C(C)NC(=O)NC1c1cc(Br)ccc1OCC(N)=O (stereo unspecified),8,-2,8,1.1,-3,-2,-15,36,3
COc1cc(C(=O)Nc2ccc(S(=O)(=O)Nc3onc(C)c3C)cc2)cc(OC)c1OC,19,1,-6,0.3,-2,-5,0,1,1

# (more compounds)
SMILES,697 NFkB inh,Jurkat NFkB inh,Gli-Sufu antag,CHOP UPR activ,XBP1 UPR activ,EBI2 block,CCR6 antag,Mdm2 MdmX PPI,CXCR6 inh
O=C(CSc1nnc2ccccn12)c1ccc(Cl)cc1,8,4,-5,1.2,-2,-20,-8,-3,5
Cc1ccc(OCC(=O)Nc2nnc(S(=O)(=O)N3CCCCC3)s2)cc1,-8,3,32,2.1,-1,1,23,9,-1
CC(=O)c1ccc(-c2nc3ccccc3n2C)o1,-27,-37,14,6.7,4,-9,3,-17,4
O=C1CCC2CCCCC2(O)O1 (stereo unspecified),-4,-9,-19,-3.2,-1,-15,6,23,1
CCCC(=O)Nc1c(O)c2ccccc2[nH]c1=O,2,-11,-17,-0.9,-1,-1,0,-10,-9
O=C(N1CCN(c2cccc(Cl)c2)CC1)C1(c2cccs2)CCOCC1,-5,14,3,2.8,0,0,17,-36,-4
Cc1ccc(CNC(N)=S)cc1,13,-1,-18,1.9,-2,1,7,-4,6
Cc1ccc(S(=O)(=O)Nc2cccc3ncccc23)cc1,-4,-5,2,0.9,0,7,5,2,3
COc1ccccc1/C=C1\SC(N2CCC(C)CC2)=NC1=O,-29,-7,-9,8.6,-1,9,7,-47,1
Cc1ccc(C(=O)N/C(=C\c2cccs2)C(=O)NCCCN2CCOCC2)cc1,10,19,-8,0.1,1,4,4,21,4
O=C(c1cc(-c2ccccc2)on1)N1CCCC1,-189,-96,-61,-1.3,-5,9,-2,-24,10
O=C(CO/N=C/c1ccc(OC(F)F)cc1)N1CCc2ccccc21,14,0,-5,-1.2,2,-2,3,8,-2
CCOC(=O)c1ccc(NC(=O)C2COc3ccccc3O2)cc1 (stereo unspecified),5,-10,-13,5.0,-1,-1,-4,32,-1
NC(CSC1(c2ccc(Cl)cc2)c2ccccc2-c2ccccc21)C(=O)O (stereo unspecified),.,.,-14,.,.,0,25,.,5
COc1ccc(C2=CC(=O)OC3(CCCCC3)O2)cc1,28,-8,-3,-0.7,3,20,8,22,13
COC(=O)c1cn(NC(=O)c2cnccn2)c(=O)c2ccccc12,4,-7,-1,-0.8,-1,-2,17,30,3
COc1ccc(CNC(=O)CN(C(=O)c2cc3sccc3n2C)C2CCCC2)cc1,21,6,0,0.9,1,1,19,10,3
O=C1C2C3C=CC(CC3)C2C(=O)N1c1ccc2c(c1)OCO2 (stereo unspecified),12,14,21,-3.0,-1,3,-8,29,4
N#CCCN(CCN1CCCC1)S(=O)(=O)c1ccc(-c2ccc([N+](=O)[O-])cc2)cc1,2,-15,10,-0.2,4,-13,-1,8,-10
CCN1CCCC1CNCc1cccc(OC)c1OCc1ccccc1 (stereo unspecified),-48,13,9,-2.2,0,-7,4,11,4

# Printed as active in 697 NFkB inh, among the entries above:
Molecule | 697 NFkB inh | Jurkat NFkB inh | XBP1 UPR activ | EBI2 block | CCR6 antag | Mdm2 MdmX PPI | CXCR6 inh
COc1ccc(C(=O)Nc2nc3ccccc3s2)c(OC)c1 | 69* | 85* | -14 | 50* | 5 | 100* | 3

# Later entries
SMILES,697 NFkB inh,Jurkat NFkB inh,Gli-Sufu antag,CHOP UPR activ,XBP1 UPR activ,EBI2 block,CCR6 antag,Mdm2 MdmX PPI,CXCR6 inh
CC(=O)NC12CC3CC(C1)CC(C(=O)Nc1nccs1)(C3)C2,18,2,-26,-2.6,-4,7,12,5,-2
Cc1ccc(CNC(=O)CCCn2nc(C)c3c(C)n(-c4ccccc4)nc3c2=O)cc1,5,-5,17,-1.6,-2,-9,13,3,6
CC1CCN(C(=O)c2ccc3c(c2)OCCO3)CC1,-21,-27,-44,4.5,3,-12,-3,-21,-5
Cc1cc(SCC(=O)OCC(=O)N2CCN(C(=O)c3ccco3)CC2)c(C)cc1Br,-20,-13,2,-2.3,0,0,-4,11,4
CC1CN(CCCCSc2ccccc2)CC(C)O1 (stereo unspecified),9,15,34,0.5,-5,-6,-3,8,-2
COCCCNC(=O)Cc1ccc(S(=O)(=O)N2CCOCC2)s1,16,3,-7,2.1,-2,-4,6,4,-20
CCC(=O)Nc1nnc(S(=O)(=O)N(C)c2cc(C)cc(C)c2)s1,8,3,1,-1.1,-3,3,6,14,2
CCCCS(=O)(=O)Nc1ccc(N2CCOCC2)c(S(=O)(=O)N2CCOCC2)c1,19,12,2,1.9,-3,-4,-4,4,4
O=C1CN(S(=O)(=O)c2cc(Cl)ccc2Cl)CCN1,-3,-5,2,0.2,-1,2,8,5,-4
Cc1cc(C)n2c(SCc3ccccc3Cl)nnc2n1,-5,-17,-12,0.8,4,-3,7,-12,-19
COc1cc(OC)cc(C(=O)N[C@H](C(=O)OCC(=O)Nc2ccc(C(N)=O)cc2)C(C)C)c1,2,13,-1,-1.0,-1,4,9,19,-2
CCCCNC(=O)CCCn1c(=O)[nH]c2ccc(Br)cc2c1=O,-1,8,3,-0.8,-1,7,3,14,6
Clc1ccc(C2[C@H]3CN(Cc4cccnc4)[C@H](c4ccccc4)C34CC2(c2cccnc2)C4)cn1 (stereo partly specified),16,6,25,4.3,-1,10,2,6,1
CCC(c1nnnn1C1CCCC1)N(Cc1cccs1)Cc1cc2cc(C)ccc2[nH]c1=O (stereo unspecified),6,6,5,2.3,0,11,-8,36,0
CC(=O)c1c(C)[nH]c(C(=O)Nc2cc(C)cc(C)c2)c1C,14,-6,17,2.4,-1,11,0,5,5
CCc1nccn1CCC(=O)NC1CCCc2c1cnn2-c1ccc(F)cc1F (stereo unspecified),10,13,.,1.8,-2,-5,5,14,-4
CC(NC(=O)Nn1cnnc1)(C(F)(F)F)C(F)(F)F,27,4,-5,-0.4,-2,-3,-23,9,-1
COC(=O)c1ccc(Oc2c(F)c(F)nc(N3CCOCC3)c2F)cc1,-9,10,2,-0.7,-3,3,15,21,-5
Cc1ccc2c(=O)cc(C(=O)NC3CCS(=O)(=O)C3)oc2c1C (stereo unspecified),1,6,3,-0.6,-2,-1,-10,35,1
CC(C)(C)[C@H]1C=C(C(=O)N2CCN(Cc3ccccc3)CC2)O[C@@H](OCCCCO)C1,6,6,0,0.4,-2,-9,-1,8,-3
Cc1ccc(C)c(Cn2nnc3c(=O)[nH]c(C4CCN(S(=O)(=O)c5ccc(S(=O)(=O)NC6CC6)cc5)CC4)nc32)c1,-20,7,7,-2.5,1,10,15,33,10
COCCNC(=O)COc1ccc(C)cc1C,2,12,18,-0.8,2,-3,18,0,-19
CCc1noc(C)c1C(=O)Nc1cc(S(=O)(=O)N2CCOCC2)ccc1N1CCN(CC)CC1,18,0,-3,2.1,-2,11,7,-17,-9

# Complete entries, looked up by structure:
# COc1cc(OC)cc(C(=O)N[C@H](C(=O)OCC(=O)Nc2ccc(C(N)=O)cc2)C(C)C)c1 is entered as 697 NFkB inh = 2; Jurkat NFkB inh = 13; Gli-Sufu antag = -1; CHOP UPR activ = -1.0; XBP1 UPR activ = -1; EBI2 block = 4; CCR6 antag = 9; Mdm2 MdmX PPI = 19; CXCR6 inh = -2
# COCCNC(=O)COc1ccc(C)cc1C is entered as 697 NFkB inh = 2; Jurkat NFkB inh = 12; Gli-Sufu antag = 18; CHOP UPR activ = -0.8; XBP1 UPR activ = 2; EBI2 block = -3; CCR6 antag = 18; Mdm2 MdmX PPI = 0; CXCR6 inh = -19
